Compound activity deposited in PubChem BioAssay by Southern Research Specialized Biocontainment Screening Center.
Salmonella PhoP GFP – Inhibition of PhoP regulon, Salmonella typhi GFP reporter cells, confirmation, 4 h (AID 1850); Salmonella Typhi PhoP-promoter GFP reporter, fluorescence, 4 h; higher % means a stronger effect; inhibition, % at 50 µM, or IC50 in µM where a hit was titrated; hit rate 0.33% among 310,000; in the data active = a potency from the dose series; inconclusive = inhibition mostly from about 25% at the one dose, without a potency; inactive = the rest, 99 in 100 with inhibition below about 19%;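 note: 0% = induced wells with vehicle and 100% = uninduced wells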
M. tuberculosis HTS – M. tuberculosis growth inhibition, HTS (AID 449762); M. tuberculosis H37Rv growth inhibition, 7H9 media; higher % means a stronger effect; inhibition, % at 25 µM, or IC50 in µM where a hit was titrated; hit rate 0.59% among 330,000; in the data active = a potency from the dose series; inconclusive = inhibition above about 70% without an active follow-up result;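 note: bacterial growth assessed after seven days of incubation; strong numbers were not always called active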
influenza NS1A – NS1A inhibition, H1N1 influenza, cell based functional assay (AID 504329). inhibition, % at 12.5 µM, or IC50 in µM where a hit was titrated. hit rate 0.3% among 340,000. NS1A functional cell-based assay, percent inhibition; higher % means a stronger effect; in the data active = a potency from the dose series; inconclusive = inhibition above about 27% without an active follow-up result; note: strong numbers were not always called active
VEEV TC-83 Vero – inhibitors of VEEV TC-83 cytopathic effect, confirmation, Vero cells (AID 588727) | Vero cells, VEEV TC-83 cytopathic effect inhibition; higher % means a stronger effect | inhibition, % at 20 µM, or IC50 in µM where a hit was titrated | hit rate 0.13% among 350,000; in the data active = a potency from the dose series; inconclusive = inhibition mostly from about 14% at the one dose, without a potency; inactive = the rest, 99 in 100 with inhibition below about 12%; note: strong numbers were not always called active
tuberculosis growth – growth inhibition of non-replicating M. tuberculosis (AID 488890). Mycobacterium tuberculosis non-replicating, growth inhibition; higher % means a stronger effect. inhibition, % at 25 µM; hits with a dose series show IC50 in µM. hit rate 0.39% among 320,000; in the data active = a potency from the dose series; inconclusive = inhibition mostly from about 82% at the one dose, without a potency; inactive = the rest, 99 in 100 with inhibition below about 76%;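 note: plate controls were DMSO cells for no effect and high antibiotic wells for full effect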
VEEV TC-83 Vero 10K pilot screen – recorded beside VEEV TC-83 Vero, whose call it bears; inhibition, %; measured here: 10K pilot screen inhibition
The depositor's hits bear a star; i = inactive; ? = inconclusive; . = no result given. An unsorted share of the library, and some 1.4% of all compounds hit somewhere here.

SMILES | Salmonella PhoP GFP | M. tuberculosis HTS | influenza NS1A | VEEV TC-83 Vero | tuberculosis growth | others
CN(C)c1nc(Oc2ccc(C(=O)OCC(=O)Nc3ccccc3)cc2)nc(N(C)C)n1 | 3% | 0% | 8% | 2.2% | 11% | VEEV TC-83 Vero 10K pilot screen=1.0
COc1ccc([N+](=O)[O-])cc1NC(=O)Cn1ccsc1=N | 0% | -9% | -1% | 0.8% | -8%
O=C(NNC(=O)C1CC(c2cccs2)=NO1)Nc1ccccc1 (configuration not stated) | -6% | -16% | -9% | 1.4% | -14%
Cc1ccc(C)c(S(=O)(=O)N2CCCC2CNC(=O)C(=O)NCc2ccccc2C)c1 (configuration not stated) | 5% | 3% | -6% | 7.8% | 28%
Cn1nccc1C(=O)OCC(=O)Nc1ccccc1 | . | . | 0% | i | .
CCC(NC(=O)c1ccc2nc(Cc3ccc(OC)cc3)oc2c1)c1ccncc1 (configuration not stated) | 2% | 6% | 3% | 1.8% | 25%
Cc1n[nH]c(=O)nc1NC(C)c1ccccc1 (configuration not stated) | 2% | -5% | 2% | i | 9%
O=C(NC(Cc1ccccc1)C(=O)O)/C(=C\c1ccco1)NC(=O)c1ccco1 (configuration not stated) | -6% | 6% | 6% | 0.6% | -7%
COc1ccc(N2CCN(C(=O)c3nn(C)c4c3CS(=O)(=O)c3ccccc3-4)CC2)cc1 | -3% | 8% | -3% | 3.9% | 2%
CCN(CC)C(=O)C1CCN(CC2CC=CCC2)CC1 (configuration not stated) | -11% | 10% | 15% | i | 17%
CCOc1ccc(OCC)c(NC(=O)CN2CCN(c3cc(C)ccc3C)CC2)c1 | -6% | ? | -6% | i | 31%
O=C(NC1CCCc2ccccc21)c1ccc(S(=O)(=O)N2CCOCC2)cc1 (configuration not stated) | 1% | 1% | -2% | 0.7% | 8%
COCCNc1nc2c(c(=O)n(Cc3cccc(Br)c3)c(=O)n2C)n1C | 3% | 1% | -8% | 1.8% | 8%
CN(C(=O)c1cccc(NC(=O)Cc2ccc(NC(=O)C3CCCN(C(=O)C4CCC4)C3)cc2)c1)C1CCCC1 (configuration not stated) | . | . | -2% | 3.0% | .
O=C(c1csc2c1CCCC2)N1CCN(c2ncccn2)CC1 | -4% | -4% | -4% | 4.4% | 22%
CN(CC(=O)Nc1ccccc1Br)C(=O)CN1CCN(c2ccccc2Cl)CC1 | . | -9% | 2% | 0.5% | 16%
Cc1c(C(=O)c2ccccc2)c2ccccn2c1CCC#N | 11% | 2% | -10% | 0.3% | 8%
COc1ccc(NC(=O)Cc2nnc(SCC(=O)Nc3ccccc3)n2C)cc1 | 15% | 6% | -9% | 3.8% | 1%
O=C(CN1C(=O)C2CCCCC2C1=O)Nc1cccc([N+](=O)[O-])c1 (configuration not stated) | -8% | 1% | 5% | i | 4%
[2H]C(CCOS(N)(=O)=O)c1ccccc1 (configuration not stated) | 7% | 1% | 7% | i | 0%
COC(=O)[C@@H]1CCCN1Cc1nc(Cc2ccc(OC)c(OC)c2)no1 | 6% | -1% | 1% | 0.8% | -8%
CCn1c(O)c(N=NC(=O)Cn2ccc(C(F)(F)F)n2)c2ccccc21 | -7% | -1% | 6% | 0.8% | -8%
COC(C(=O)Nc1ccc(Br)cc1F)c1ccccc1 (configuration not stated) | -18% | 7% | -5% | 0.8% | 39%
Cc1cc(C(=O)COC(=O)c2cc(Cl)c(O)c(Cl)c2)c(C)n1C | . | -19% | -9% | 4.6% | -4%
Cc1cc(C)cc(OCC(=O)NCc2nc(-c3ccccc3)no2)c1 | 12% | 18% | -10% | 0.0% | 10%
O=C(N/N=C/C(Br)=C/c1ccccc1)NC1CCCCC1 | -3% | 22% | 9% | 2.8% | 70%
Cc1ccc(CSc2nc3ccncc3[nH]2)cc1 | 8% | 2% | -4% | 2.0% | 65%
CC#CCCCC(=O)Nc1ccccc1C(=O)O | -14% | 32% | -4% | 1.6% | ?
Cc1cc(C)c(C(=O)/C=C/c2ccco2)c(=O)[nH]1 | 7% | 0% | 0% | 1.5% | 13%
COc1cc(OC)cc(C(=O)N[C@H](C(=O)OCC(=O)N2CCN(S(=O)(=O)c3ccc(C)cc3)CC2)C(C)C)c1 | . | . | -6% | 5.4% | .
O=C(CCN1CCCCC1)Nc1cccc(Br)c1 | 2% | 0% | 0% | 0.3% | -3%
Clc1ccc(Oc2nnnn2-c2ccccc2)cc1 | -6% | -5% | 13% | 0.5% | 12%
CC1CC(C)CN(C(=O)COC(=O)CNS(=O)(=O)/C=C/c2ccccc2)C1 (configuration not stated) | -8% | -4% | 11% | 1.6% | 8%
CSc1ccccc1NC(=O)C1C2CCC(C2)C1C(=O)O (configuration not stated) | 10% | -4% | -5% | 0.2% | -4%
ClCc1csc(-c2ccc(Cl)cc2)n1 | 2% | 1% | -3% | i | 33%
CCCc1cc2c(=O)c(-c3ccc4c(c3)OCCO4)c(C)oc2cc1OS(C)(=O)=O | 0% | . | 3% | i | .
N#Cc1ccc(/C=N/NC(=O)CCc2ccc(S(=O)(=O)N3CCOCC3)cc2)cc1 | 3% | -7% | 2% | 0.5% | -18%
CCn1c(SCC(=O)NCc2ccc3c(c2)OCO3)nc2c(c1=O)SCC2 | -12% | 11% | -3% | 7.5% | 13%
Cn1c(-c2ccncc2)nc2ccccc21 | -8% | -11% | -4% | 1.6% | -9%
CSc1ccccc1NC(=O)CN(Cc1ccc(Cl)cc1)S(C)(=O)=O | -4% | -6% | 3% | 1.3% | 5%
CC(C)CC(NC(=O)C1CCC(=O)N1)C(=O)NC(CC(C)C)C(=O)N1CCCC1C(N)=O (configuration not stated) | 12% | -2% | -7% | 0.1% | -8%
CC(C)NCC(O)COc1cccc2[nH]ccc12 (configuration not stated) | -15% | 2% | 0% | 0.1% | -6%
CCN(CC)S(=O)(=O)c1ccc(S(=O)(=O)N(Cc2ccccn2)Cc2ccco2)cc1 | -6% | -4% | -22% | 0.2% | 12%
COc1ccc2[nH]c3c(c2c1)CCN1C(=O)N([C@@H](C)C(=O)NCc2c(F)cccc2Cl)C(=O)[C@]31C | 6% | -10% | -15% | 6.3% | 52%
CC(CC(=O)NCc1ccc(Cl)cc1)c1ccccc1 (configuration not stated) | -6% | 40% | -3% | i | 63%
Cc1cc(Br)ccc1NC(=O)CNC(=O)CN(C)Cc1nc2ccccc2c(=O)[nH]1 | -7% | 7% | -7% | 0.6% | 29%
COc1ccc(OCCC(=O)OCC(=O)Nc2ccc(S(=O)(=O)N3CCOCC3)cc2)cc1 | -6% | 2% | -6% | i | 5%
O=C(NC1CCCCC1)NC1CCN(S(=O)(=O)Cc2ccccc2)CC1 | -14% | -13% | 2% | i | 5%
CC(c1ccco1)N(C(=O)c1ccc(Cl)s1)c1ccccn1 (configuration not stated) | -9% | 3% | . | . | -6%
N#Cc1ccccc1OCC(=O)NNC(=O)c1ccncc1 | . | 48% | -8% | 2.1% | 47%

4 compounds drawn at random from those above:
SMILES | Salmonella PhoP GFP | M. tuberculosis HTS | influenza NS1A | VEEV TC-83 Vero | tuberculosis growth | others
CC(CC(=O)NCc1ccc(Cl)cc1)c1ccccc1 (configuration not stated) | -6% | 40% | -3% | i | 63%
CCN(CC)S(=O)(=O)c1ccc(S(=O)(=O)N(Cc2ccccn2)Cc2ccco2)cc1 | -6% | -4% | -22% | 0.2% | 12%
CC(c1ccco1)N(C(=O)c1ccc(Cl)s1)c1ccccn1 (configuration not stated) | -9% | 3% | . | . | -6%
CC(C)CC(NC(=O)C1CCC(=O)N1)C(=O)NC(CC(C)C)C(=O)N1CCCC1C(N)=O (configuration not stated) | 12% | -2% | -7% | 0.1% | -8%

Additional entries follow:
SMILES | Salmonella PhoP GFP | M. tuberculosis HTS | influenza NS1A | VEEV TC-83 Vero | tuberculosis growth | others
O=C(NNS(=O)(=O)c1ccccc1C(F)(F)F)c1cc2ncc(C(F)(F)F)cc2s1 | -20% | -6% | . | 0.8% | 0%
COc1ccccc1NC(=O)CCC(=O)OCc1cccc([N+](=O)[O-])c1 | -4% | -5% | -16% | 0.6% | -12%
O=C1NNC(c2ccccc2)=N/C1=C\c1ccccc1 | 2% | 9% | 0% | 0.8% | .
O=C(OC(C(=O)NC1CCCC1)c1cccnc1)C1=Cc2ccccc2OC1 (configuration not stated) | -2% | 2% | -1% | 4.0% | 3%
C=C1C[C@]2(O)[C@@]3(C)CCC(=O)C(C)(C)C3=C(O)C(=O)[C@@]2(C)[C@@H]2C(=O)O[C@@](C)(C(=O)OC)C(=O)[C@@]12C | 8% | -10% | 0% | 1.9% | 28%
CCC(=O)NCCNc1nc2cc(C)cc(C)c2cc1C#N | -11% | -1% | -4% | 0.2% | 8%
O=C(Cn1ccc([N+](=O)[O-])n1)NCc1cccnc1 | 0% | 4% | -15% | 0.1% | 12%
O=C(N/N=C/c1cc(Br)cc(Br)c1O)c1cccc(N2CCCC2=O)c1 | 3% | 3% | 8% | 9.3% | 4.2µM*
Nc1ccc(O)c([N+](=O)[O-])c1 | . | 2% | 2% | 1.9% | 23%
O=C(NC1CCCCC1)C(c1ccc(Cl)cc1)N(C(=O)c1cnccn1)c1ccc2c(c1)OCO2 (configuration not stated) | -16% | ? | -16% | i | -13%
Cc1cc(C)n2cc(CSCc3ccccc3)nc2n1 | -1% | 2% | -6% | 0.9% | 1%
OC[C@H]1O[C@@H](Oc2ccc3cc(Br)ccc3c2)[C@H](O)[C@@H](O)[C@H]1O | . | 7% | -5% | 1.9% | 6%
Cc1cccc(-n2c(CN3C(=O)c4ccccc4C3=O)nc3ccccc3c2=O)n1 | 13% | 1% | 10% | 1.9% | 28% | VEEV TC-83 Vero 10K pilot screen=0.8
O=C(OCCc1cc2ccccc2c(=O)o1)N1CCOCC1 | . | -1% | 2% | 0.1% | 16% | VEEV TC-83 Vero 10K pilot screen=1.1
CCOC(=O)N1CCN(C(=O)CS(=O)(=O)Cc2nc(-c3ccccc3C)oc2C)CC1 | -1% | -7% | 22% | 1.8% | -3%
NS(=O)(=O)c1ccc(NC(=O)CCC(=O)c2cccs2)cc1 | -16% | 10% | 8% | i | -8%
COc1ccccc1OCCOc1ccc(/C=C2\C(=N)N3N=C(S(C)(=O)=O)SC3=NC2=O)cc1 | 6% | 8% | -14% | 1.2% | 58%
CCN(CC(=O)NCc1ccc(Cl)cc1)C(=O)CCC(=O)c1ccc(C)cc1 | 5% | -5% | -5% | 7.1% | 26%
Cc1nc2ccccc2c2oc(C(=O)NCCN3CCN(C)CC3)cc12 | -5% | -4% | 3% | 0.9% | -1%
COc1ccc(-c2noc(CCCc3ccccc3)n2)cc1OC | 4% | 13% | -3% | 4.1% | 8%

The final three compounds of the part before come first, to join the parts:
SMILES | Salmonella PhoP GFP | M. tuberculosis HTS | influenza NS1A | VEEV TC-83 Vero | tuberculosis growth | others
CCN(CC(=O)NCc1ccc(Cl)cc1)C(=O)CCC(=O)c1ccc(C)cc1 | 5% | -5% | -5% | 7.1% | 26%
Cc1nc2ccccc2c2oc(C(=O)NCCN3CCN(C)CC3)cc12 | -5% | -4% | 3% | 0.9% | -1%
COc1ccc(-c2noc(CCCc3ccccc3)n2)cc1OC | 4% | 13% | -3% | 4.1% | 8%
CCC(C)(C)N1CC(=O)N(Cc2ccccc2)C(c2ccc(OC)cc2)C1=O (configuration not stated) | 10% | 4% | -4% | 3.0% | 12%
CN(C(=O)COC(=O)c1ccc2ccccc2n1)C1CCCCC1 | . | 65% | 4% | 0.5% | 78%
CN1CCN(/C=N/c2sc3c(c2C#N)CCCCC3)CC1 | 17% | 10% | 7% | i | 15%
Cc1ccnc(NC(=O)CCC(=O)N(CC(=O)NCc2ccccc2)Cc2ccco2)c1 | -7% | 0% | 0% | 0.7% | -2%
COc1ccc(NC(=O)c2cc(S(=O)(=O)N3CCOCC3)cs2)cc1 | -2% | -3% | -3% | 2.9% | -7%
CCOc1ccc(CCNC(=O)C2CC(=O)N(C3CCCC3)C2)cc1OCC (configuration not stated) | -6% | -6% | 1% | 1.1% | 11%
CCOc1ccc(C(=O)c2nc3c(n2O)CCCC3)cc1 | -6% | 0% | 3% | i | 15%
COCCNP(=O)(c1ccccc1)c1nc2ccccc2s1 (configuration not stated) | 10% | -4% | . | . | -6%
O=C(COc1cccc2ccccc12)NNC(=O)[C@@H]1CCCC[C@@H]1C(=O)O | 7% | 5% | -4% | 0.5% | -6%
COc1ccc(-n2nnnc2SCC(=O)c2cccc(OC)c2)cc1 | -7% | 1% | 2% | 0.1% | 0%
O=C(CCCn1c(=O)c2cccn2c2cccnc21)NCCc1ccc(Cl)cc1 | 0% | 6% | -43% | 9.7% | 29%
